Screens as filed in PubChem BioAssay.
BoNT-A LC inh2 – BoNT/A light chain protease inhibitors, primary screen, biochemical, flow cytometry, MLPCN library; Botulinum neurotoxin type A light chain protease (Clostridium botulinum A str. ATCC 3502); multiplex microsphere protease substrate cleavage; inhibition, % at 10 µM; actives 0.17% (n = 360,000); further: plate controls were buffer without enzyme for full effect and enzyme alone for no effect
PriA SSB inh – inhibitors of Klebsiella pneumoniae PriA binding to SSB C-terminal tail, primary screen, biochemical, AlphaScreen | PriA–SSB C-terminal tail interaction (Klebsiella pneumoniae) | AlphaScreen SSBct-PriA binding, biotinylated peptide | inhibition, % at 33 µM | actives 0.6% (n = 430,000) | AID 1272365, 2023; in the data active means inhibition mostly above about 37%, no sharp cut-off; inactive means mostly below about 20%;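 further: plate controls were negative control peptide for no effect and reference peptide for full effect; strong numbers were not always called active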
CCHF vOTU inh – CCHFV vOTU protease inhibitors, primary screen, biochemical, Pep-AMC substrate, fluorescence; AID 651958, 2012; inhibition, % at 11.5 µM; actives 0.55% (n = 370,000); Crimean-Congo hemorrhagic fever virus L polyprotein viral ovarian tumor (vOTU) protease …; in the data active means inhibition above about 30%; further: 0% = vehicle wells with enzyme and 100% = no enzyme wells
MazF activator – activators of E. coli MazEF toxin-antitoxin RNase, primary screen, biochemical, fluorescence, uHTS. Endoribonuclease toxin MazF (Escherichia coli (strain K12)), P0AE70. actives 0.32% (n = 350,000). FAM/BHQ RNA-DNA oligo cleavage fluorescence, 5 h. AID 504720, 2011. activation, % at 20 µM; in the data active means activation above about 50%
Target sequence (P0AE70 whole entry, looked up): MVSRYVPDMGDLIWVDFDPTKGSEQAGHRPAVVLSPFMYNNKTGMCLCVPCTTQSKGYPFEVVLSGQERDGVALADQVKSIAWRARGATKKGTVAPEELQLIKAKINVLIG
PrPC surface inh – inhibitors of human cell surface prion protein PrPC, primary screen, cell-based, TR-FRET | inhibition, % at 13.8 µM | TR-FRET read-out | Major prion protein (Homo sapiens), P04156 | actives 0.43% (n = 370,000); in the data active means inhibition above about 24%; further: 0% = median of the test wells and 100% = reference compound wells
Anthrax LF inh2 – Bacillus anthracis LF protease inhibitors, primary screen, biochemical, multiplex microsphere, MLPCN library. Lethal factor (Bacillus anthracis), P15917. multiplex microsphere protease cleavage assay. inhibition, % at 10 µM. actives 0.12% (n = 360,000); further: plate controls were buffer without enzyme for full effect and enzyme alone for no effect
Rv3671c protease – Rv3671c serine protease inhibitors, primary screen, biochemical, fluorescence polarization, M. tuberculosis H37Rv | P9WHR9 | inhibition, % at 5.96 µM | actives 0.048% (n = 320,000) | AID 2606, 2010; in the data active means inhibition above about 38%;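 further: extracellular domain of Rv3671c used as enzyme; 0% = enzyme with DMSO and 100% = no enzyme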
Target sequence (P9WHR9 whole entry, looked up, the tested form may be a part): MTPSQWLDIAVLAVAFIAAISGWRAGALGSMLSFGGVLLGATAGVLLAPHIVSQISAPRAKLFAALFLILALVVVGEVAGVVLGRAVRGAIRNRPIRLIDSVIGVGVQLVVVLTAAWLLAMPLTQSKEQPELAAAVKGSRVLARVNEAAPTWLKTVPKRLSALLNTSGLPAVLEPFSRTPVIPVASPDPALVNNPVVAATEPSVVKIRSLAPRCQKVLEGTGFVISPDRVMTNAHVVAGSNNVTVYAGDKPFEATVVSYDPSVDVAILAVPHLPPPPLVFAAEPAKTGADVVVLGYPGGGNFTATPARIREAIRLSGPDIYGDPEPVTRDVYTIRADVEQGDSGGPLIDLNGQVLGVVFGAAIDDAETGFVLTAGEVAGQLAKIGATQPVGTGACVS
BoNT F protease – BoNT/F light chain protease inhibitors, primary screen, biochemical, flow cytometry, MLPCN library; Multiplex microsphere protease cleavage assay; inhibition, % at 10 µM; actives 0.22% (n = 360,000); AID 588497, 2011; in the data active means inhibition above about 35%, passing the limit was not always enough; inconclusive means no clear call, values can overlap the other calls; further: plate controls were buffer without enzyme for full effect and enzyme alone for no effect
SARS 3CLpro inh – SARS-CoV 3CLpro protease inhibitors, primary screen, biochemical, quenched FRET | Replicase polyprotein 1ab (Severe acute respiratory syndrome coronavirus), P0C6X7 | recombinant SARS-CoV 3CLpro, quenched FRET peptide cleavage | inhibition, % at 6 µM | actives 0.14% (n = 290,000) | AID 1706, 2009; in the data active means inhibition above about 12%
DUSP3 inh – VHR1 phosphatase inhibitors, primary screen, biochemical, absorbance, uHTS; recombinant VHR phosphatase, pNPP absorbance; Dual specificity protein phosphatase 3 (Homo sapiens), P51452; inhibition, % at 13.3 µM; actives 0.52% (n = 290,000); in the data active means inhibition above about 50%; further: some compounds called inactive have numbers as strong as hits
Target sequence (P51452 whole entry, looked up): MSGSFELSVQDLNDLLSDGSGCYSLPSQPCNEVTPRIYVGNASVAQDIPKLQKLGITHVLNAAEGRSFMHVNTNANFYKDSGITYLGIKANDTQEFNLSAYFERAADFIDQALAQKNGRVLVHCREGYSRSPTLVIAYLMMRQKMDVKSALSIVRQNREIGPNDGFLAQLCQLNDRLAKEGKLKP
The depositor's hits bear a star. Unless noted, no stated cut-off is given here; in the data, active means inhibition above about 30%; inconclusive means no clear call, values can overlap the other calls; inactive means below that. Some of the compounds tested; the hit share may differ from the screen's.

Screening NC(c1csc(NC(=O)Nc2cccc(C(F)(F)F)c2)n1)C1CCCCC1 (centres undefined) returned BoNT-A LC inh2 -0.1, CCHF vOTU inh 9, PrPC surface inh 24, Anthrax LF inh2 -13 and BoNT F protease -36.
COc1ccc(N(CC(=O)N/N=C/c2ccc(-c3ccc([N+](=O)[O-])cc3)o2)S(=O)(=O)c2ccc(C)cc2)cc1Cl was read as BoNT-A LC inh2 56*, CCHF vOTU inh 0, MazF activator -44, PrPC surface inh 3, Anthrax LF inh2 44*, Rv3671c protease -5, BoNT F protease 42*, SARS 3CLpro inh -5 and DUSP3 inh 0.
Screening O=C(COC(=O)Cn1cnc2ccccc2c1=O)Nc1ccc(Cl)cc1 returned BoNT-A LC inh2 0.3, PriA SSB inh -3, CCHF vOTU inh 1, MazF activator 5, PrPC surface inh 16, Anthrax LF inh2 1, Rv3671c protease -8, BoNT F protease -4, SARS 3CLpro inh 0 and DUSP3 inh 26.
Screening COc1ccccc1-c1nc2s/c(=C\c3cccs3)c(=O)n2n1 returned BoNT-A LC inh2 -0.7, CCHF vOTU inh 8, MazF activator 8, PrPC surface inh -9, Anthrax LF inh2 -1, Rv3671c protease -1, BoNT F protease -7, SARS 3CLpro inh 1 and DUSP3 inh -19.
Screening CCOC(=O)[C@]12CCCC=C1N(Cc1ccc3c(c1)OCO3)C(=O)[C@H](CC(=O)NCc1ccc(OC)c(OC)c1)C2 returned BoNT-A LC inh2 0.7, CCHF vOTU inh -7, PrPC surface inh 4, Anthrax LF inh2 5 and BoNT F protease 1.
COC(=O)c1cccc(NC(=O)C23CC4CC(C2)CC(n2cncn2)(C4)C3)c1 was read as BoNT-A LC inh2 -0.2, PriA SSB inh -13, CCHF vOTU inh -17, MazF activator 1, PrPC surface inh -9, Anthrax LF inh2 -2, Rv3671c protease -5, BoNT F protease 2, SARS 3CLpro inh 2 and DUSP3 inh -23.
For CCn1c(SCC(=O)N2CCC(C)CC2)nc2c(c1=O)SC(C)C2 (centres undefined) the results were BoNT-A LC inh2 -1.7, PriA SSB inh -8, CCHF vOTU inh 3, MazF activator 2, PrPC surface inh -3, Anthrax LF inh2 3, Rv3671c protease -1, BoNT F protease -2, SARS 3CLpro inh 0 and DUSP3 inh 1.
`Nc1ccc(C(=O)OCC(=O)Nc2cc([N+](=O)[O-])ccc2F)cc1` gave BoNT-A LC inh2 -0.2, PriA SSB inh -6, CCHF vOTU inh -10, MazF activator 2, PrPC surface inh -18, Anthrax LF inh2 -1, Rv3671c protease 2, BoNT F protease 2, SARS 3CLpro inh 5 and DUSP3 inh 8.
O=C(NCCc1c[nH]c2ccccc12)C(=O)NCC1OCCCN1S(=O)(=O)c1cccs1 (centres undefined) was read as BoNT-A LC inh2 0.2, PriA SSB inh 15, CCHF vOTU inh -12, MazF activator 1, PrPC surface inh 0, Anthrax LF inh2 -1, Rv3671c protease -12, BoNT F protease -4, SARS 3CLpro inh -5 and DUSP3 inh 23.
`Cc1ccc(N/C(N)=N/c2nc(C)cc(N3CCCCC3)n2)c(C)c1` gave BoNT-A LC inh2 -1.6, CCHF vOTU inh -9, MazF activator 10, PrPC surface inh 45*, Anthrax LF inh2 -4, Rv3671c protease -3, BoNT F protease -8, SARS 3CLpro inh 1 and DUSP3 inh 5.

Entries above that contain two or more sulfur atoms:
Screening COc1ccccc1-c1nc2s/c(=C\c3cccs3)c(=O)n2n1 returned BoNT-A LC inh2 -0.7, CCHF vOTU inh 8, MazF activator 8, PrPC surface inh -9, Anthrax LF inh2 -1, Rv3671c protease -1, BoNT F protease -7, SARS 3CLpro inh 1 and DUSP3 inh -19.
For CCn1c(SCC(=O)N2CCC(C)CC2)nc2c(c1=O)SC(C)C2 (centres undefined) the results were BoNT-A LC inh2 -1.7, PriA SSB inh -8, CCHF vOTU inh 3, MazF activator 2, PrPC surface inh -3, Anthrax LF inh2 3, Rv3671c protease -1, BoNT F protease -2, SARS 3CLpro inh 0 and DUSP3 inh 1.
O=C(NCCc1c[nH]c2ccccc12)C(=O)NCC1OCCCN1S(=O)(=O)c1cccs1 (centres undefined) was read as BoNT-A LC inh2 0.2, PriA SSB inh 15, CCHF vOTU inh -12, MazF activator 1, PrPC surface inh 0, Anthrax LF inh2 -1, Rv3671c protease -12, BoNT F protease -4, SARS 3CLpro inh -5 and DUSP3 inh 23.

(next part)
For COc1cc(C(O)c2nc(-c3csc4ccccc34)cs2)ccc1F (centres undefined) the results were BoNT-A LC inh2 0.5, CCHF vOTU inh 0, PrPC surface inh 1, Anthrax LF inh2 2 and BoNT F protease 0.
Screening O=C(Nc1ccccc1)C(=O)c1cn(CC(=O)N2CCCCC2)c2ccccc12 returned BoNT-A LC inh2 4.9, PriA SSB inh 4, CCHF vOTU inh 26, MazF activator -13, PrPC surface inh 8, Anthrax LF inh2 7, Rv3671c protease -5, BoNT F protease -14, SARS 3CLpro inh -1 and DUSP3 inh 13.
`O=C(CCN1C(=O)COc2ccccc21)NCCN1CCOCC1` gave BoNT-A LC inh2 -0.8, PriA SSB inh -12, CCHF vOTU inh -1, MazF activator -9, PrPC surface inh 11, Anthrax LF inh2 -4, Rv3671c protease -11, BoNT F protease -1, SARS 3CLpro inh 6 and DUSP3 inh -4.
`Cc1cc(OCC(=O)O/N=C(\N)Cc2cccs2)ccc1Br` gave BoNT-A LC inh2 -0.7, PriA SSB inh inactive, CCHF vOTU inh -12, MazF activator 2, PrPC surface inh 2, Anthrax LF inh2 -6, Rv3671c protease 0, BoNT F protease -6, SARS 3CLpro inh -1 and DUSP3 inh 25.
For CC1CCC/C(=N\NC(=O)c2ccncc2)C1 (centres undefined) the results were BoNT-A LC inh2 -0.8, CCHF vOTU inh 10, MazF activator -1, PrPC surface inh 2, Anthrax LF inh2 -2, Rv3671c protease -11, BoNT F protease -1, SARS 3CLpro inh -6 and DUSP3 inh -5.
Screening COc1ccccc1CNc1ccc(C(=O)O)cc1 returned BoNT-A LC inh2 0.1, PriA SSB inh 1, CCHF vOTU inh 6, MazF activator 1, PrPC surface inh 0, Anthrax LF inh2 3, Rv3671c protease 6, BoNT F protease -2, SARS 3CLpro inh -2 and DUSP3 inh 8.
For COCCOC(=O)C1=C(C)NC(=O)NC1C1CC=CCC1 (centres undefined) the results were BoNT-A LC inh2 0.4, PriA SSB inh -7, CCHF vOTU inh 11, MazF activator 1, PrPC surface inh 4, Anthrax LF inh2 -3, Rv3671c protease -2, BoNT F protease -1, SARS 3CLpro inh 0 and DUSP3 inh 14.
Screening COc1cc([N+](=O)[O-])ccc1-c1ccc(/C=N/NC(=O)OC(C)(C)C)o1 returned BoNT-A LC inh2 inconclusive, PriA SSB inh inactive, CCHF vOTU inh 6, MazF activator 15, PrPC surface inh -5, Anthrax LF inh2 -16, Rv3671c protease 4, BoNT F protease inconclusive, SARS 3CLpro inh 0 and DUSP3 inh 8.
For CCOC(=O)c1cnn(-c2ccccc2)c1NC(=O)CCl the results were BoNT-A LC inh2 -0.4, PriA SSB inh -18, CCHF vOTU inh 3, MazF activator 5, PrPC surface inh 2, Anthrax LF inh2 1, Rv3671c protease 0, BoNT F protease -1, SARS 3CLpro inh -4 and DUSP3 inh 2.
For Cc1cc(NS(=O)(=O)c2ccc(NC(=S)NC(=O)/C=C/c3ccccc3)cc2)no1 the results were BoNT-A LC inh2 2.5, PriA SSB inh 0, CCHF vOTU inh 15, MazF activator -4, PrPC surface inh -7, Anthrax LF inh2 1, Rv3671c protease -7, BoNT F protease 5, SARS 3CLpro inh 9 and DUSP3 inh -19.
`O=C(NCCc1ccccc1F)C1CC(=O)N(c2ccc3c(c2)OCCO3)C1` (centres undefined) gave BoNT-A LC inh2 -0.6, CCHF vOTU inh 7, MazF activator 9, PrPC surface inh -5, Anthrax LF inh2 -2 and BoNT F protease -5.
Screening Cc1ccccc1-c1ccc(=O)n(CC(=O)Nc2ccc(C(=O)N3CCCC3)cc2)n1 returned BoNT-A LC inh2 -0.5, PriA SSB inh -26, CCHF vOTU inh 5, MazF activator 2, PrPC surface inh -2, Anthrax LF inh2 4, Rv3671c protease -6, BoNT F protease -7, SARS 3CLpro inh -2 and DUSP3 inh 26.
For CC(C)C(=O)Nc1c2c(nc3c1CCC3)CCCC2 the results were BoNT-A LC inh2 0.4, PriA SSB inh -7, CCHF vOTU inh -4, MazF activator 1, PrPC surface inh 0, Anthrax LF inh2 -6, Rv3671c protease -6, BoNT F protease -10, SARS 3CLpro inh 0 and DUSP3 inh 21.
For Cc1c(C(=O)NCc2cccc(C(F)(F)F)c2)sc(=O)n1Cc1ccc(S(=O)(=O)N(C)C)cc1 the results were BoNT-A LC inh2 0.3, CCHF vOTU inh 1, PrPC surface inh 3, Anthrax LF inh2 -7 and BoNT F protease 0.
Screening COC(=O)c1cc(C#N)c(Oc2ccc(F)cc2)nc1C returned BoNT-A LC inh2 0.6, PriA SSB inh -9, CCHF vOTU inh 4, MazF activator -1, PrPC surface inh 8, Anthrax LF inh2 -7, Rv3671c protease 3, BoNT F protease inconclusive, SARS 3CLpro inh -2 and DUSP3 inh 17.
O=C(CNC(=O)C1COc2ccccc2O1)N/N=C/c1cc(Br)c(O)c(Br)c1 (centres undefined) was read as BoNT-A LC inh2 -9.2, CCHF vOTU inh 11, MazF activator 8, PrPC surface inh -3, Anthrax LF inh2 6, Rv3671c protease -10, BoNT F protease -24, SARS 3CLpro inh 3 and DUSP3 inh 20.
For COCc1cc(C)nc(N2CCN(c3ccccc3)CC2)c1C#N the results were BoNT-A LC inh2 -1.1, PriA SSB inh -23, CCHF vOTU inh 17, MazF activator 3, PrPC surface inh 4, Anthrax LF inh2 -1, Rv3671c protease 0, BoNT F protease -1, SARS 3CLpro inh 1 and DUSP3 inh -1.
Screening O=C(O)CCN1C(=O)CC2(CCCCC2)C1=O returned BoNT-A LC inh2 1.1, PriA SSB inh -8, CCHF vOTU inh 3, MazF activator 12, PrPC surface inh -7, Anthrax LF inh2 -2, Rv3671c protease -2, BoNT F protease inconclusive, SARS 3CLpro inh -2 and DUSP3 inh 1.
`O=C(NNS(=O)(=O)c1ccc(Br)cc1)NC1CCCCC1` gave BoNT-A LC inh2 -0.5, PriA SSB inh -12, CCHF vOTU inh 0, MazF activator -6, PrPC surface inh 5, Anthrax LF inh2 2, Rv3671c protease -8, BoNT F protease -1, SARS 3CLpro inh -5 and DUSP3 inh 42.
`CC(C)C[C@@H](CN)NC(=O)c1nc[nH]c1C(=O)N[C@@H](C)C(=O)CNC[C@H](C)NC(=O)c1nc[nH]c1C(=O)N[C@@H](CC(=O)O)C(=O)O` gave BoNT-A LC inh2 -0.2, PriA SSB inh -9, CCHF vOTU inh -1, MazF activator 8, PrPC surface inh -1, Anthrax LF inh2 -1 and BoNT F protease -3.
For O=C(c1cccc(C(F)(F)F)c1)c1c[nH]c(C(=O)NCC2CCCO2)c1 (centres undefined) the results were BoNT-A LC inh2 -0.1, PriA SSB inh 1, CCHF vOTU inh 9, MazF activator 3, PrPC surface inh -8, Anthrax LF inh2 -4, Rv3671c protease 8, BoNT F protease -4, SARS 3CLpro inh 2 and DUSP3 inh 6.
